Bioassay records from PubChem BioAssay.
S-ASM inh – blocks human secretory acid sphingomyelinase. P17405. placental ASM, HMU-PC fluorogenic substrate, 60 min. Potency, µM (highest dose often 57.5 µM), without a hit: at the highest dose activity change, negative = inhibition, actives largely listed as inhibitors. 0.006% of 340,000 active. AID 504937; further: potency means the concentration at half of the fitted maximal effect
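qHTS format. ASM enzyme prepared from human placenta hydrolyses the fluorogenic substrate HMU-PC0 (9 uM final) over 60 min at 37 °C after a 10 min compound preincubation.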
ELG1 genotox – genotoxicity induction in ELG1-luciferase HEK293T cells; HEK293T ELG1-luciferase reporter, luminescence, 16 h; Potency, µM (top dose mostly 46 µM), without a hit: top-dose activity change, positive = activation, usual class: activators; AID 504466; 1.3% of 330,000 active; further: potency means the concentration at half of the fitted maximal effect; % of control where 0% means no effect; nearly all actives have a fitted effect of over 60% in size
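Step 1: seed 2,000 HEK293T ELG1-luciferase cells per well. Step 2: add compound or DMSO, incubate 16 hr at 37 °C. Step 3: ONE-Glo, 30 min at room temperature, read luminescence.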
p53 reactivator – re-activators of mutant p53; H1299 p53-A138V BP100-luciferase reporter, luminescence, 24 h; Potency, µM (titrated, usually from 92.2 µM), for inactives: at the highest dose activity change, positive = activation, most hits filed as activators; 0.063% of 320,000 active; AID 504706; further: potency means the concentration at half of the fitted maximal effect; % of control where 0% means no effect; nearly all actives have a fitted effect of over 45% in size
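H1299 (p53-null), stable ts p53-A138V + BP100-Luc; 1000 cells/well, Opti-MEM/10% FBS; cpd 4 pt, 1:5; 24 h, 37 deg C, 5% CO2; detection reagent 10 min RT; luminescence.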
B2AR arrestin – agonists driving beta-arrestin recruitment to human beta2-adrenergic receptor; P07550; beta-arrestin recruitment to beta2AR, cell-based reporter; Potency, µM (series often up to 46.1 µM), without a hit: at the top dose activation, usual class: activators; 0.02% of 330,000 active;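 further: potency means the concentration at half of the fitted maximal effect; 0% = DMSO controls and full agonism = EC100 isoproterenol or metaproterenol; nearly all actives have a fitted effect of over 65% in size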
Target sequence (P07550 whole entry, looked up): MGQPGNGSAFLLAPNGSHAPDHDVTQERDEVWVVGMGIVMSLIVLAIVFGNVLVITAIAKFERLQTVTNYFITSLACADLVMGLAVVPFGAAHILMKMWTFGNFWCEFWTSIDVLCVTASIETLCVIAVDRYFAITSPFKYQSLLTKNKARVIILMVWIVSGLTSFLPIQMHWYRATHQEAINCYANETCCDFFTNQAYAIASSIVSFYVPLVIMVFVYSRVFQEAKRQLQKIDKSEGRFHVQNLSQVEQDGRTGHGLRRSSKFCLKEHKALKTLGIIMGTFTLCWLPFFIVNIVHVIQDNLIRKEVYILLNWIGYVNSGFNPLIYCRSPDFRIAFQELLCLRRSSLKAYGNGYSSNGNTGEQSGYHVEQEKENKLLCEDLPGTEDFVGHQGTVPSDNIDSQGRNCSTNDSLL
TSG101-PTAP inh – blocks PTAP/TSG101 interaction to inhibit HIV-1 budding | Fluorescence polarization, FITC-PTAP peptide / Tsg101 binding | Potency, µM (series often up to 115 µM), inactives show at the highest dose activity change, negative = inhibition, actives largely listed as inhibitors | 340,000 tested, under 10 active | AID 493005; active means well fitted inhibition curve with a large enough effect in the main read-out, with a control signal flat, not every such curve was filed as active; inconclusive means small, poorly fitted or top-dose-only effect, or effect the other way, or a change in a side signal; inactive means no such curve, though single readings can be large or run the other way; further: potency means the concentration at half of the fitted maximal effect; % of control where 0% means no effect
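Fluorescence polarization binding of Tsg101 binding domain (10 uM final) to FITC-labeled PTAP peptide (50 nM final) in HEPES pH 7.5 buffer with NaCl, Tween 20, EDTA, TCEP. Compounds added before peptide; binding 20 min at RT.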
BRCA1 expr up – increases BRCA1 expression. 1.1% of 380,000 active. Potency, µM (series often up to 46.1 µM), for inactives: at the top dose activation, hits mostly activators. MCF7-BRCA1-FFLuc reporter, luminescence, 48 h; response scale: scaled: vehicle 0%, 10 µM genistein 100%; further: potency means the concentration at half of the fitted maximal effect; nearly all actives have a fitted effect of over 80% in size; some results filed as inactive show a strong effect at the top dose
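Luminescence from a BRCA1-driven firefly luciferase in MCF7 cells was read after 48 h compound exposure at 37 C. Data normalized against DMSO and a 10microM genistein activation control, then curve-fitted across the titration.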
Eya2 phos inh – inhibitors of human Eya2 phosphatase activity; O00167; recombinant Eya2, OMFP fluorescence dephosphorylation (OMFP is methylfluorescein phosphate); 0.006% of 330,000 active; Potency, µM (titrated, usually from 76.9 µM), for the others: top-dose activity, negative = inhibition, usual class: inhibitors; further: potency means the concentration at half of the fitted maximal effect; on the % scale 0 is the no-effect control and ±100 the full control effect
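Eya2 (0.2 uM) preincubated 10 min at ambient with compound, then OMFP substrate added at 50 uM; 10 min reaction in 50 mM HEPES pH 7.5, 50 mM NaCl, 5 uM MgCl2, 0.05% BSA, 1 mM DTT. Fluorescence read at Ex 485/Em 525 nm.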
Integrin act MD – activates integrin-mediated alleviation for muscular dystrophy; Potency, µM (doses to about 38.3 µM), for inactives: at the highest dose activation, most hits filed as activators; 0.064% of 350,000 active; alpha7betagal myoblasts, beta-gal FDG fluorescence, 48 h;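 further: potency means the concentration at half of the fitted maximal effect; 100% = response of the positive control SU9516; nearly all actives have a fitted effect of over 60% in size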
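alpha7betagal+/- myoblasts (passage 13, 250/well) treated 48 h at 37C with compounds at 1:260 dilution of DMSO stock. Lysed, then beta-galactosidase activity read as FDG fluorescence (ex 480/em 540) after 30 min, with pre-read for autofluorescence.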
USP2a block – USP2a (human) protease inhibition; O75604; USP2 core, Ub-CHOP2 coupled fluorogenic reporter, 485/531; Potency, µM (titrated, usually from 38.3 µM), for inactives: at the top dose activity change, negative = inhibition, most hits filed as inhibitors; 0.01% of 330,000 active; AID 463254;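 further: potency means the concentration at half of the fitted maximal effect; plate controls were DMSO wells for no effect and full inhibition by NEM control for full effect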
Target sequence (O75604 whole entry, looked up): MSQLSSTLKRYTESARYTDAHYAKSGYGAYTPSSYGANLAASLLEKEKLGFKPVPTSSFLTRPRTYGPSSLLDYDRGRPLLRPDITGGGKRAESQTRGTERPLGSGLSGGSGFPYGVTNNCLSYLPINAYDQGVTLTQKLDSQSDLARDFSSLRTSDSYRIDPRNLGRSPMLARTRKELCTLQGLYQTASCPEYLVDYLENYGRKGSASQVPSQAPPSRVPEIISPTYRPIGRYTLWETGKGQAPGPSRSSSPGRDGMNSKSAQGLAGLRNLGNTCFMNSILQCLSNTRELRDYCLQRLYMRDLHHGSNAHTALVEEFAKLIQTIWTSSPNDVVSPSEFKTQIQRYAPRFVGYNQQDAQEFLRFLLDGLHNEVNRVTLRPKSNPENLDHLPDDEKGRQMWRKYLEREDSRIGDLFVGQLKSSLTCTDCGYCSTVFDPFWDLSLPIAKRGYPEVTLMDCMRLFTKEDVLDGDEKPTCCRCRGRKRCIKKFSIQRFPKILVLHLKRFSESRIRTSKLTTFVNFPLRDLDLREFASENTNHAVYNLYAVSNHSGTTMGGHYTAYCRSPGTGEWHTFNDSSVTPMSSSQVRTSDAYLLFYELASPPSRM
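Deubiquitinase activity read as fluorescence (485/531 nm) after Ub-CHOP2 cleavage activates the enterokinase reporter on its substrate; USP2 core 10nM, Ub-CHOP2 and substrate 25nM each, 30min compound preincubation then 60min RT; data normalized to NEM, curves fitted.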
TRPV1 agonist – agonists of human vanilloid receptor 1 (TRPV1); Q8NER1; TRPV1-expressing cells, Fluo-8 calcium influx, agonist mode; activation, % at 8.33 µM; 0.19% of 320,000 active; in the data active means activation above about 80%; inconclusive means between about 30% and that limit; further: 0% is about no effect
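Cells expressing TRPV1 were dye-loaded with Fluo-8 and read kinetically: 10 s baseline, 3 min after compound (agonist portion), then 2 min after EC20 capsaicin (allosteric enhancer portion). Calcium-bound dye fluorescence at 480/520 nm.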
uPA generation – inhibitors of cell surface uPA generation. Potency, µM (titrated, usually from 38.3 µM), without a hit: at the top dose activity change, negative = inhibition, actives largely listed as inhibitors. cell surface uPA generation assay, qHTS. 0.31% of 330,000 active; active means well fitted inhibition curve with a large enough effect; inconclusive means small, poorly fitted or top-dose-only effect; inactive means no such curve, though single readings can be large or run the other way; tested in mouse RAW 264.7 cells; further: potency means the concentration at half of the fitted maximal effect; on the % scale 0 is the no-effect control and ±100 the full control effect; nearly all actives have a fitted effect of over 55% in size
* marks the source's active call; other numbers are inactive results; & = joins results of further samples; [ ] = remark or other dose. Unless noted, the call rests on the fitted dose curve; in most records, active means well fitted curve in the direction sought with a large enough effect; inconclusive means small, poorly fitted or top-dose-only effect, or another doubt; inactive means no such curve, though single readings can be large; an effect the other way counts as inactive or inconclusive.

How did Cc1ccc(NC(=O)CN2CCC(NC(=O)c3ccccc3F)CC2)cc1C do in these assays?
S-ASM inh: -6%; ELG1 genotox: -1%; p53 reactivator: 10%; B2AR arrestin: 0.0%; TSG101-PTAP inh: -5%; BRCA1 expr up: -5%; Eya2 phos inh: -9%; Integrin act MD: -19%; USP2a block: 5%; TRPV1 agonist: -2; uPA generation: 1%

How did O=C(NC(=S)NCc1ccccc1)c1cccc([N+](=O)[O-])c1 do in these assays?
S-ASM inh: -6%; ELG1 genotox: 1%; B2AR arrestin: -0.4%; TSG101-PTAP inh: 3%; BRCA1 expr up: -7%; Eya2 phos inh: inconclusive; Integrin act MD: 2%; USP2a block: 3%; TRPV1 agonist: 6; uPA generation: 6%

Results for COc1ccc(S(=O)(=O)N2CCCCC2)cc1NC(=O)Cc1sc(C)nc1-c1ccc(F)cc1 ?
S-ASM inh: -1%; ELG1 genotox: -1%; p53 reactivator: 1%; B2AR arrestin: -2.4%; TSG101-PTAP inh: 0%; BRCA1 expr up: -45%; Eya2 phos inh: 16%; Integrin act MD: -10%; USP2a block: -5%; TRPV1 agonist: -3; uPA generation: 26%

How did O=C(COC(=O)C1CC1)Nc1c(Cl)cccc1C(F)(F)F do in these assays?
S-ASM inh: 0%; ELG1 genotox: 1%; p53 reactivator: -1%; B2AR arrestin: -0.1%; TSG101-PTAP inh: -1%; BRCA1 expr up: -4%; Eya2 phos inh: 27%; Integrin act MD: -6%; USP2a block: -2%; TRPV1 agonist: 1; uPA generation: 3%

How did Cc1cccc(NC(=S)NN2CCN(C)CC2)c1C do in these assays?
S-ASM inh: 1%; ELG1 genotox: 3%; p53 reactivator: -2%; B2AR arrestin: 0.1%; TSG101-PTAP inh: -3%; BRCA1 expr up: -6%; Eya2 phos inh: 18%; Integrin act MD: 20%; USP2a block: 0%; TRPV1 agonist: 4; uPA generation: 2%

What do the screens show for `COc1ccc(-c2cc(C(=O)N/N=C(\C)c3cccnc3)c3ccccc3n2)cc1`?
S-ASM inh: 84%[activator]; ELG1 genotox: inconclusive; p53 reactivator: 8%; B2AR arrestin: 0.2%; BRCA1 expr up: 30%; Eya2 phos inh: -14%; Integrin act MD: -10%; USP2a block: 0%; TRPV1 agonist: 0; uPA generation: 8.9µM*

How did O=C(Nc1ccc(F)c(F)c1)c1cnc(-c2ccccc2)nc1-c1ccccc1 do in these assays?
S-ASM inh: -1%; ELG1 genotox: 2%; p53 reactivator: 7%; B2AR arrestin: 0.1%; TSG101-PTAP inh: -2%; BRCA1 expr up: -33%; Eya2 phos inh: -2%; Integrin act MD: -14%; USP2a block: 0%; TRPV1 agonist: inconclusive; uPA generation: 2%

Results for CCOc1ccc(N2C(=O)CC(S/C(N)=N/N=C/c3cccs3)C2=O)cc1 (stereo not given) ?
S-ASM inh: 0%; ELG1 genotox: 1%; p53 reactivator: -3%; B2AR arrestin: -1.9%; TSG101-PTAP inh: -4%; BRCA1 expr up: -12%; Eya2 phos inh: -9%; Integrin act MD: 1%; USP2a block: 4%; TRPV1 agonist: -2; uPA generation: 6%

What do the screens show for `Cc1ccc(S(=O)(=O)N2CCN(S(=O)(=O)N3CCOCC3)CC2)c(C)c1`?
S-ASM inh: 4%; ELG1 genotox: 2%; p53 reactivator: -2%; B2AR arrestin: -0.4%; TSG101-PTAP inh: -6%; BRCA1 expr up: 4%; Eya2 phos inh: 15%; Integrin act MD: 36%; USP2a block: -4%; TRPV1 agonist: 3; uPA generation: -2%

How did CC(=O)c1c(C)[nH]c(C(=O)OCC(=O)Nc2sc3c(c2C#N)CCCC3)c1C do in these assays?
S-ASM inh: -25%; ELG1 genotox: 1%; p53 reactivator: -1%; B2AR arrestin: 0.7%; TSG101-PTAP inh: 0%; BRCA1 expr up: -63%; Eya2 phos inh: -5%; Integrin act MD: -9%; USP2a block: 0%; TRPV1 agonist: -3; uPA generation: -2%

Results for Cc1cc(OCC(=O)Nc2cnn(CCCC(=O)O)c2)ccc1Cl ?
S-ASM inh: 1%; ELG1 genotox: 0%[9.26 µM]; p53 reactivator: 2%; B2AR arrestin: -0.5%; TSG101-PTAP inh: -4%; BRCA1 expr up: 1%&22%; Eya2 phos inh: -1%; Integrin act MD: -2%; USP2a block: -2%; TRPV1 agonist: -1; uPA generation: 0%

What do the screens show for `CC1CCc2nc(NC(=O)c3ccco3)sc2C1` (stereo not given)?
S-ASM inh: -6%; ELG1 genotox: inconclusive; p53 reactivator: 12%; B2AR arrestin: 0.2%; TSG101-PTAP inh: -5%; BRCA1 expr up: inconclusive; Eya2 phos inh: 19%; Integrin act MD: 11%; USP2a block: 0%; TRPV1 agonist: inconclusive; uPA generation: -16%

How did Cc1cccc(NC(=O)COC(=O)CCc2ccc(S(=O)(=O)N3CCOCC3)cc2)c1C do in these assays?
S-ASM inh: -6%; ELG1 genotox: 3%; p53 reactivator: 0%; B2AR arrestin: -0.1%; TSG101-PTAP inh: -1%; BRCA1 expr up: 5%; Eya2 phos inh: -3%; Integrin act MD: -19%; USP2a block: 3%; TRPV1 agonist: 1; uPA generation: 3%

What do the screens show for `CCCSC1=C(C#N)C(c2ccc(Cl)cc2Cl)CC(=O)N1` (stereo not given)?
S-ASM inh: -4%; ELG1 genotox: 0%; p53 reactivator: -8%; B2AR arrestin: -0.2%; TSG101-PTAP inh: -8%; BRCA1 expr up: -38%; Eya2 phos inh: -3%; Integrin act MD: -14%; USP2a block: -1%; TRPV1 agonist: -19; uPA generation: -17%

What do the screens show for `CC(=O)c1sc(Nc2cccc(C)c2)nc1C`?
S-ASM inh: 92%[activator]; ELG1 genotox: inconclusive; p53 reactivator: 2%; B2AR arrestin: -0.2%; TSG101-PTAP inh: 0%; BRCA1 expr up: 26%; Eya2 phos inh: 1%; Integrin act MD: 3%; USP2a block: 0%; TRPV1 agonist: 4; uPA generation: -5%

Results for CCn1cc(C(=O)NCc2ccco2)c(=O)c2cc(S(=O)(=O)N3CCCC3)ccc21 ?
S-ASM inh: -1%; ELG1 genotox: 0%; p53 reactivator: -7%; B2AR arrestin: 0.1%; TSG101-PTAP inh: 1%; BRCA1 expr up: -8%; Eya2 phos inh: -9%; Integrin act MD: -24%; USP2a block: -3%; TRPV1 agonist: inconclusive; uPA generation: 2%

How did CC12CCC(=O)N1C(C(=O)Nc1ccc(F)c(Cl)c1)CS2 (stereo not given) do in these assays?
S-ASM inh: 5%; ELG1 genotox: -1%; p53 reactivator: -3%; B2AR arrestin: 0.4%; TSG101-PTAP inh: -2%; BRCA1 expr up: -10%; Eya2 phos inh: 25%; Integrin act MD: 0%; USP2a block: -1%; TRPV1 agonist: 4; uPA generation: 1%

Results for Cn1c(SCC(=O)Nc2cccc(C(=O)O)c2)nnc1-c1cc2cc(Br)ccc2o1 ?
S-ASM inh: -4%; ELG1 genotox: 0%; p53 reactivator: -3%; B2AR arrestin: -1.5%; TSG101-PTAP inh: 0%; BRCA1 expr up: 18%; Eya2 phos inh: 11%; Integrin act MD: 14%; USP2a block: 1%; TRPV1 agonist: 5; uPA generation: -2%

How did CCOC(=O)N=Nc1c(O)n(Cc2ccccc2)c2ccccc12 do in these assays?
S-ASM inh: -15%; ELG1 genotox: 2%; p53 reactivator: 0%; B2AR arrestin: -1.7%; TSG101-PTAP inh: -2%; BRCA1 expr up: 64%; Eya2 phos inh: 2%; Integrin act MD: inconclusive; USP2a block: 2%; TRPV1 agonist: 15; uPA generation: 14%

Results for Cc1sc2ncn(CC(=O)NCC(=O)N3CCN(c4ccc(F)cc4)CC3)c(=O)c2c1C ?
S-ASM inh: -2%; ELG1 genotox: -7%; p53 reactivator: -2%; B2AR arrestin: -0.2%; TSG101-PTAP inh: 0%; BRCA1 expr up: -16%; Eya2 phos inh: -10%; Integrin act MD: -22%; USP2a block: 1%; TRPV1 agonist: -1; uPA generation: 0%

How did COCCN1C(=O)N(c2ccccc2)C(=O)C1CC(=O)Nc1cc(OC)cc(OC)c1 (stereo not given) do in these assays?
S-ASM inh: -5%; ELG1 genotox: 5%; B2AR arrestin: -1.0%; TSG101-PTAP inh: -4%; BRCA1 expr up: -20%; Eya2 phos inh: 7%; Integrin act MD: 29%; USP2a block: 1%; TRPV1 agonist: -2; uPA generation: 13%

Results for CCn1c(C)nc2cc(C(=O)NNC(=O)c3ccc(Cl)nc3)ccc21 ?
S-ASM inh: 2%; ELG1 genotox: 7%; p53 reactivator: 13%; B2AR arrestin: -0.3%; TSG101-PTAP inh: 0%; BRCA1 expr up: 23%; Eya2 phos inh: -15%; Integrin act MD: 6%; USP2a block: 2%; TRPV1 agonist: 0; uPA generation: 1%
